NPSR antag: qHTS Assay for Antagonists of the Neuropeptide S Receptor: cAMP Signal Transduction | Q6W5P4 | CHO-NPSR cells, cAMP TR-FRET, antagonist mode | Potency, µM (top dose mostly 38.3 µM), for the others: top-dose activity change, negative = inhibition, hits mostly inhibitors | 1% of 220,000 active | AID 1461, 2008; further: potency means the concentration at half of the fitted maximal effect; on the % scale 0 is the no-effect control and ±100 the full control effect; nearly all actives have a fitted effect of over 50% in size; many of its hits are not listed in these tables
CBFb RUNX1 block: qHTS Assay for Compounds Blocking the Interaction Between CBF-beta and RUNX1 for the Treatment of Acute Myeloid Leukemia; Runt-related transcription factor 1 (Homo sapiens) + Core-binding factor subunit beta …; AlphaScreen CBFb-His/RUNX1-biotin binding, biochemical; Potency, µM (highest dose often 59.8 µM), for inactives: top-dose activity, negative = inhibition, actives largely listed as inhibitors; 230,000 tested, under 10 active; further: % of control where 0% means no effect
Target sequence (Q01196 whole entry, looked up): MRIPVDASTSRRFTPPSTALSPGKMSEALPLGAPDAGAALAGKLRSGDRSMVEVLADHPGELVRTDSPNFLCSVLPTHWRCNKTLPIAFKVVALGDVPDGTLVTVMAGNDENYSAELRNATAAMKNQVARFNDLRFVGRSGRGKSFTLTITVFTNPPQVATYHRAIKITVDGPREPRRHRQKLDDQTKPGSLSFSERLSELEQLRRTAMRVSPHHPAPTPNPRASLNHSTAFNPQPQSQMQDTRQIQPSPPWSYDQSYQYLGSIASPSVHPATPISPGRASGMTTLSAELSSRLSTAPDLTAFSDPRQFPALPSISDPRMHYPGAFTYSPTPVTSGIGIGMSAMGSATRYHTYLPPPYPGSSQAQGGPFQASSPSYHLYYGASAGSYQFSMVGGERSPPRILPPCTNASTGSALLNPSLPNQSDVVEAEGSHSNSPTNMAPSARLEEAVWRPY
Target sequence (Q13951 whole entry, looked up): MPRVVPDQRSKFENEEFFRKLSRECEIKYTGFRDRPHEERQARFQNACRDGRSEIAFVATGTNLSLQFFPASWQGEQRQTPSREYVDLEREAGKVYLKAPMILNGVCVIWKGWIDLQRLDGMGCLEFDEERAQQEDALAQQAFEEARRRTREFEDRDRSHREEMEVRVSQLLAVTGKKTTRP
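AlphaScreen binding: CBFb-His and RUNX1-biotin (30 nM each) preincubated 20 min, compound added for 15 min, then nickel and streptavidin beads for 90 min, all at room temperature. Disruption of the interaction by any mechanism counts as activity.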
IMPase Li inh: qHTS Assay for Identifying the Cell-Membrane Permeable IMPase Inhibitors: Potentiation with Lithium; CHO-M1 cells, IP1 TR-FRET (IP-One), carbachol + lithium; Potency, µM (top dose mostly 59.4 µM), for inactives: at the highest dose activity, negative = IMPase inhibition, hits mostly inhibitors; 0.35% of 210,000 active; AID 1457, 2008;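 further: IP1 builds up when IMPase is blocked and the TR-FRET signal falls; potency means the concentration at half of the fitted maximal effect; plate controls were basal vehicle for no effect and high inhibitor control for full effect; nearly all actives have a fitted effect of over 50% in size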
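Test compounds were applied to CHO-M1 cells previously cultured for 16–30 h at 2000 per well. A small lithium amount accompanied them; after 30 min at 37C, IP1 was quantified by TR-FRET.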
Lamin A splicing: qHTS Assay for Modulators of Lamin A Splicing; HeLa LMNA splicing GFP/RFP minigene ratio, 48 h; Potency, µM (highest dose often 46.1 µM), for the others: top-dose ratio change, negative = inhibition, most hits filed as inhibitors; 0.01% of 200,000 active; AID 1487, 2009; active means well fitted inhibition curve with a large enough effect in the signal ratio, with a control signal flat, not every such curve was filed as active; inconclusive means small, poorly fitted or top-dose-only effect, or effect the other way, or a change in a side signal; the % refers to the signal ratio; further: potency means the concentration at half of the fitted maximal effect; on the % scale 0 is the no-effect control and ±100 the full control effect
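Read-out is the ratio of GFP to DsRed2 object intensity, acquired by 488 nm laser-scanning cytometry on HeLa lamin A-EGFP minigene reporter cells. Compound incubation 48 hrs at 37 °C in Opti-MEM with 2% FBS; DMSO 0.5% final.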
Epigenetic reg: Quantitative High-Throughput Screen for Regulators of Epigenetic Control; murine LDR cells, GFP reporter derepression, 30 h; Potency, µM (titrated, usually from 53.9 µM), for the others: top-dose GFP activation, actives largely listed as activators; 0.2% of 280,000 active; AID 1865, 2009; further: potency means the concentration at half of the fitted maximal effect; % of control where 0% means no effect; nearly all actives have a fitted effect of over 60% in size
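Readout is the number of GFP-expressing murine LDR cells, counted by cytometry following washing. Cells were treated with compound for 30 h at 37 C; the stably integrated CMV-GFP locus is normally silent.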
aGal spleen mod: qHTS Assay for Inhibitors and Activators of Human alpha-Galactosidase From Spleen Homogenate; human spleen homogenate, 4MU-alpha-Gal fluorescence, 40 min; Alpha-galactosidase A (Homo sapiens), P06280; 0.008% of 240,000 active; AID 2107, 2009; Potency, µM (top dose mostly 80 µM), for the others: at the highest dose activity change, negative = inhibition, most hits filed as inhibitors;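 further: potency means the concentration at half of the fitted maximal effect; 0% = enzyme with vehicle and -100% = no enzyme basal signal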
Target sequence (P06280 32-429 limits assumed): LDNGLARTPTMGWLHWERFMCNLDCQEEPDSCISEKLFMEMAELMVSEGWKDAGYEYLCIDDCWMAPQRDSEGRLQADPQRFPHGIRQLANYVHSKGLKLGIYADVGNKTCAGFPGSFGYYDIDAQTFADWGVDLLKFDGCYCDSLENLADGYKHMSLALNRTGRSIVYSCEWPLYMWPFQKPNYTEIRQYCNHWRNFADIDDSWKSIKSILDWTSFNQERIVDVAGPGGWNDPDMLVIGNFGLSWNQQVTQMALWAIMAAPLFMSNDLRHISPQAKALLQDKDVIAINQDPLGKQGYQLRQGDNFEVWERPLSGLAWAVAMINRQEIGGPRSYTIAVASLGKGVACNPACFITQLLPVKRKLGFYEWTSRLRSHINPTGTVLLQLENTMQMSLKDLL
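Spleen homogenate 1 ug + cpd (titration) + 4-MU-alpha-D-galactopyranoside 1 mM; 37C 40 min; 50 mM citrate/phosphate pH 5.0, 0.01% Tween-20; stop pH 10; fluorescence 365/440; AC50 via Hill.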
Luc counter: Counterscreen for Luciferase (Kinase-Glo TM) Inhibition; Kinase-Glo luciferase, ATP luminescence, 8 min; Potency, µM (highest dose often 38.3 µM), for inactives: top-dose activity change, negative = inhibition, actives largely listed as inhibitors; 0.28% of 200,000 active; further: potency means the concentration at half of the fitted maximal effect; on the % scale 0 is the no-effect control and ±100 the full control effect; nearly all actives have a fitted effect of over 60% in size
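Inhibition of Kinase-Glo luciferase light generation was assessed at 10 uM ATP in pH 7.2 imidazole buffer, with luminescence measured after eight minutes at ambient temperature.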
The depositor's hits bear a star; ? = inconclusive; · = no result given; & = joins results of further samples; [ ] = another dose, or the depositor's remark. Unless noted, the call rests on the fitted dose curve; in most records, active means well fitted curve in the direction sought with a large enough effect; inconclusive means small, poorly fitted or top-dose-only effect, or another doubt; inactive means no such curve, though single readings can be large; an effect the other way counts as inactive or inconclusive. A portion of the library; the hit share may differ from the screen's.

mol,CBFb RUNX1 block,Lamin A splicing,NPSR antag,Epigenetic reg,aGal spleen mod,IMPase Li inh,Luc counter
CP(=O)(O)C1=CCNCC1,8%&18%,-11%,-6%[46.1 µM],3.7%&1.1%,5%&-12%,-11%&-1%,-5%
C[C@H]1O[C@H]1P(=O)(O)O,2%&6%,?,-7%&1%,-1.0%&0.0%,-4%&-23%,13%&3%,-5%&5%
Cc1cc(C)c(Cn2c(C(=O)O)c(C=O)c3ccccc32)c(C)c1,-3%,-11%[46 µM],-33%,-3.3%,-5%,7%,4%
CCc1ccc(-n2c(O)c(C(C)=O)c(=O)[nH]c2=O)cc1 (tested in a mixture with another compound),2%,·,27%,-2.2%,1%,·,·
FC(F)=C(F)CCSc1ncn[nH]1,0%,?,11%,2.4%,4%,-5%,-1%
CCc1ccc(NC(=O)CN2CC(c3ccccc3)CC2=O)cc1 (stereo not given),5%,·,-7%,0.0%,-2%,·,·
c1cc(CN2CC3(CCNCC3)C2)ccn1,·,·,·,·,2%,-1%,2%
CC(C)NC(=O)N1CCC2(CCNCC2)CC1,·,·,·,·,5%,19%,-4%

Additional entries.
mol,CBFb RUNX1 block,Lamin A splicing,NPSR antag,Epigenetic reg,aGal spleen mod,IMPase Li inh,Luc counter
CC1(C)CSC(Nc2ccc(F)c(Cl)c2)=N1,8%,?,5%[46.1 µM],-5.7%,-6%,5%[38.3 µM],-4%
Fc1ccc(Cn2nnnc2C(c2ccc(F)cc2)N2CC=C(c3ccc(F)cc3)CC2)cc1 (stereo not given),-9%,?,-22%,3.3%,-1%,14%,-1%
N=Cc1c(O)n(-c2cccc(Cl)c2)c(=O)[nH]c1=O,8%,-9%,2%[46.1 µM],0.0%,-11%,2%,1%
CC(=O)OC1C[C@H](O[C@@H]2C(O)C[C@H](O[C@@H]3C(O)C[C@@H](OC4CC[C@]5(C)C(CCC6C5CC(O)[C@@]5(C)C(C7=CC(=O)OC7)CC[C@@]65O)C4)OC3C)OC2C)O[C@H](C)[C@H]1O[C@H]1OC(CO)C(O)C(O)C1O (stereo not given in full),8%,?,·,0.0%,9%,-1%,2%
O=c1[nH]c(=O)n(CC2CCCO2)c(O)c1/C=C1\C=Nc2ccccc21 (stereo not given),5%&-1%,-14%,-21%&-16%,-1.1%&0.0%,2%&4%,0%,-1%
O=C1CCCN1CC#CCN1CCCC1,8%,-13%,6%[46.1 µM],1.1%&0.8%&-0.5%&0.0%&6.5%,15%&6%&-5%&4%&17%,20%&-16%&13%&28%,-1%&-2%&3%
Nc1ccc(S(=O)(=O)N2CC3CC(C2)c2cccc(=O)n2C3)cc1 (stereo not given),1%,1%,-1%[46.1 µM],-0.2%,-1%,0%[38.3 µM],4%
Cc1ccc(N2C(=O)NC(=O)/C(=C/c3ccc(OC(=O)c4cccs4)cc3)C2=O)cc1,3%,9%,-23%[46.1 µM],-1.1%,7%,13%[38.3 µM],-2%

Next section
mol,CBFb RUNX1 block,Lamin A splicing,NPSR antag,Epigenetic reg,aGal spleen mod,IMPase Li inh,Luc counter
O=C(CN1C(=O)CN=C(c2ccccc2)c2ccccc21)NCc1ccco1,9%,17%,-15%[46.1 µM],-0.8%,7%,4%[38.3 µM],0%
CCC(=NCCO)c1c(O)n(-c2ccc(Cl)cc2)c(=O)[nH]c1=O,-1%,6%,?,3.1%,-2%,-6%[38.3 µM],-1%
C=C(Cl)CCl,0%[21.7 µM],·,·,·,2%,-11%,·
CCOP(=O)(OCC)C(NC(=O)c1cccc2ccccc12)C(Cl)(Cl)Cl (stereo not given),-5%,-25%,11%,0.0%,-3%,4%,-2%
N#CC(C#N)=Cc1ccc(C=C(C#N)C#N)cc1,10%,?,?,?,4%,·,·
C=CCN(c1ccc(C(=O)N(CC)CC)cc1)S(C)(=O)=O,-4%,-8%,5%[46.1 µM],1.2%,0%,2%,0%
COC(=O)c1c(C)n(Cc2ccco2)c2ccc(O)cc12,6%,?,-8%[46.1 µM],4.7%,4%,30%[38.3 µM],-7%
O=C1NC(=O)c2c1c1c3ccccc3[nH]c1c1[nH]c3ccccc3c21,7%,·,·,-0.6%,-8%,-13%,-1%[39.9 µM]

(further entries)
mol,CBFb RUNX1 block,Lamin A splicing,NPSR antag,Epigenetic reg,aGal spleen mod,IMPase Li inh,Luc counter
CCN(CC)CCCN=Cc1c(O)n(CCc2ccc(OC)c(OC)c2)c(=O)[nH]c1=O,2%,3%,0%[46.1 µM],-0.7%,5%,-4%[38.3 µM],-1%
COC(=O)[C@H]1[C@@H](c2ccccc2)[C@@]2(c3ccccc3)Oc3ccccc3[C@@]1(O)[C@@H]2O,18%[13.1 µM],·,·,1.1%[10.1 µM],-16%[17.5 µM],·,·
N#Cc1ccccc1NC(=O)CN1CC=C(c2ccccc2)CC1,13%,·,-23%,3.2%,-5%,6%,-1%
CCCSC(=O)Cl,29%[21.7 µM],·,·,·,-23%,10%,·
CCCCCCN=C(C)c1c(O)n(CCCC)c(=O)[nH]c1=O,2%,-10%,-4%[46.1 µM],3.3%,9%,·,·
COc1ccc(OC)c(N2C(=O)NC(=O)/C(=C/c3ccc([N+](=O)[O-])s3)C2=O)c1,-14%,?,?,-0.1%,9%,54%[activator],?
CCN(CC)CCOC(=O)c1cc2cc(COC)ccc2o1,4%,?,-6%[46.1 µM],0.0%,7%,-5%[38.3 µM],0%
COC(=O)[C@@H]1C[C@H]2CC[C@H](O)C[C@H]2N1CC1CC1,10%,·,·,-0.5%,6%,-4%,2%

(cont.)
mol,CBFb RUNX1 block,Lamin A splicing,NPSR antag,Epigenetic reg,aGal spleen mod,IMPase Li inh,Luc counter
O=[N+]([O-])c1ccc(C2C3C(c4ccccc4)=NC4(CCCCC4)N32)cc1 (stereo not given),3%,3%,?,-0.2%,0%,9%[38.3 µM],-5%
CC(C)CCC1(CCc2ccncc2)C(=O)NC(=O)NC1=O,-3%,2%,-10%[46.1 µM],2.3%,0%,11%,8%
CNCC/C=C/c1cccnc1,18%,·,·,0.0%,-10%,-4%,·
Cn1c(O)c(C=NCCN2CCOCC2)c(=O)n(C)c1=S,13%,·,6%,-1.8%,3%,·,·
Oc1cc2c(cc1CN1CCN(c3ccccc3)CC1)CCC2,1%,?,?,-0.9%,10%,3%[38.3 µM],-3%
CC(=O)C1C2c3ccccc3OC1(C)N=c1s/c(=C/c3cnn(C)c3)c(=O)n12 (stereo not given),1%,-3%,-7%[46.1 µM],-0.9%,6%,-11%[38.3 µM],-3%
C[C@H](NC(=O)[C@@H](N)Cc1ccc(O)cc1)C(=O)N[C@@H](Cc1ccccc1)C(=O)N[C@@H](Cc1ccccc1)C(N)=O,20%,·,·,0.8%,4%,-3%,·
COc1ccc(N=C(C)c2c(O)n(C3CCCCC3)c(=O)[nH]c2=O)c(OC)c1,-7%,9%,-15%[46.1 µM],-1.1%,1%,-11%[38.3 µM],-8%

Next part.
mol,CBFb RUNX1 block,Lamin A splicing,NPSR antag,Epigenetic reg,aGal spleen mod,IMPase Li inh,Luc counter
CC(=NCCCN1CCCCC1)c1c(O)n(Cc2ccccc2)c(=O)[nH]c1=O,1%,-4%,-12%[46.1 µM],0.0%,-8%,33%[activator][38.3 µM],0%
CCCN1[C@H](C(=O)OC)C[C@@H]2CC[C@@H](O)C[C@@H]21,4%,·,·,2.5%,-3%,-7%,-1%
Brc1ccccc1Cn1c(-c2cncs2)nc2ccccc21,-14%,?,-13%[46.1 µM],-0.8%,-5%,23%[38.3 µM],0%
O=P(C(=Nc1ccc(Cl)cc1)N1CCOCC1)(N1CCOCC1)N1CCOCC1,-1%,-15%,1%[46.1 µM],-2.0%,6%,0%,1%
CCOC(=O)c1[nH]c(C)c(C(=O)N2CCC3(CC2)OCCO3)c1C,-1%,2%,-5%[46.1 µM],?,-12%,3%[38.3 µM],1%
COc1ccc(C(=O)CN2CCOCC2)cc1F,3%,7%,-9%[46.1 µM],-0.3%,-5%,-13%[38.3 µM],0%
CCCc1c(C)nc(-c2ccc(C)cc2)nc1OC(=O)N(C)C,6%,·,1%,3.2%,-8%,·,·
Clc1ccccc1C1NCc2ccccc2-n2cccc21 (stereo not given),-11%,·,-37%,0.0%,-7%,7%,·

(continued)
mol,CBFb RUNX1 block,Lamin A splicing,NPSR antag,Epigenetic reg,aGal spleen mod,IMPase Li inh,Luc counter
CCOc1ccc(N=Cc2c(O)n(CCc3ccc(OC)c(OC)c3)c(=O)[nH]c2=O)cc1,8%,·,-3%,-3.1%,6%,·,·
C=CCn1c(O)c(C(CC)=NCCc2ccccc2)c(=O)[nH]c1=O,-3%,?,-8%[46.1 µM],-1.8%,-13%,-1%[38.3 µM],0%
CC1=C(C(=O)O)N2C(=O)C(NC(=O)Cc3ccccc3)C2SC1 (stereo not given),10%,·,18%,-1.8%,3%,·,·
CCOC(=O)[C@]1(C#N)[C@@H]2C=CC(C(N)=O)=CN2[C@@H](C(N)=O)[C@@H]1c1ccc(F)cc1,-2%,·,-11%,1.0%,-16%,·,·
CCCCN1C(=O)/C(=C/c2ccc(N3CCCCCC3)cc2)C(=O)NC1=S,-1%,-10%,9%,1.0%,-2%,6%,-10%
CC1CCCCN1Cc1ccc(Cl)nc1 (stereo not given),9%,·,10%,-2.2%,-4%,13%,-1%
O=C(c1cc2c(s1)CCCCCC2)N1CCC2(CC1)OCCO2,-1%,-4%,-16%[46.1 µM],0.0%,1%,18%[38.3 µM],2%
O=C(CNC(=O)c1ccccc1)Nc1ccc(Br)cc1C(=O)c1ccccc1,8%,-12%,?,-0.9%,-11%,6%,3%

Going on with the list.
mol,CBFb RUNX1 block,Lamin A splicing,NPSR antag,Epigenetic reg,aGal spleen mod,IMPase Li inh,Luc counter
CN(C)/C=C/C(=O)C(Cl)(Cl)Cl,?,·,17%,0.9%,1%,1%,·
CC[N+]1(C)CCCC(OC(=O)C(O)(c2ccccc2)c2ccccc2)C1 (stereo not given),11%&8%,2%,7%,-1.0%&-1.3%,2%&6%,29%&14%,-1%&-5%
NP(=O)(OCC(F)(F)F)Oc1ccc(Cl)cc1 (stereo not given),-4%,-16%,25%,1.9%,0%,-10%,-2%
O=C(c1ccccc1F)c1cn(Cc2ccccc2)c2ccccc12,21%,10%,?,0.0%,14%,19%[38.3 µM],2%
CCN(CC)P(=O)(Nc1ccc([N+](=O)[O-])cc1)c1c(C)nn(CCC#N)c1NC(=O)c1ccc(Cl)cc1Cl (stereo not given),19%,·,?,-3.1%,10%,-4%,1%

High-throughput results: PubChem BioAssay, National Center for Advancing Translational Sciences (NCATS)
